Screening data as filed in PubChem BioAssay.
APJ ag: agonists of human APJ apelin receptor | CHO-K1 APJ PathHunter beta-arrestin, luminescence; 0% DMSO wells, 100% apelin | 0.11% of 330,000 active | P35414 | activation, % at 20 µM;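 active = activation more than six SD over the plate average, tested at 20 µM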;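 also: 0% = DMSO alone and 100% = apelin-13 at 10 nM; some results filed as inactive read as strong as hits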
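system = engineered CHO-K1 APJ arrestin reporter cells | input = 1000 cells per well | timing = overnight seeding, 90 min compound at 25 °C, 1 h detection | measured by = enzyme-fragment complementation luminescence | read-out = beta-arrestin recruitment to APJ as agonist activity, luminescent signal | control set = negative DMSO alone, positive Apelin-13 at 10 nM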
Mdm2 MdmX PPI: inhibitors of human Mdm2/MdmX interaction. inhibition, % at 8 µM. O15151+Q00987. AID 485346. 3% of 330,000 active. SaOS-2 split-luciferase Mdm2/MdmX complementation, luminescence;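 active = inhibition of at least 50% at 8 µM in the primary screen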
Target sequence (O15151 whole entry, looked up): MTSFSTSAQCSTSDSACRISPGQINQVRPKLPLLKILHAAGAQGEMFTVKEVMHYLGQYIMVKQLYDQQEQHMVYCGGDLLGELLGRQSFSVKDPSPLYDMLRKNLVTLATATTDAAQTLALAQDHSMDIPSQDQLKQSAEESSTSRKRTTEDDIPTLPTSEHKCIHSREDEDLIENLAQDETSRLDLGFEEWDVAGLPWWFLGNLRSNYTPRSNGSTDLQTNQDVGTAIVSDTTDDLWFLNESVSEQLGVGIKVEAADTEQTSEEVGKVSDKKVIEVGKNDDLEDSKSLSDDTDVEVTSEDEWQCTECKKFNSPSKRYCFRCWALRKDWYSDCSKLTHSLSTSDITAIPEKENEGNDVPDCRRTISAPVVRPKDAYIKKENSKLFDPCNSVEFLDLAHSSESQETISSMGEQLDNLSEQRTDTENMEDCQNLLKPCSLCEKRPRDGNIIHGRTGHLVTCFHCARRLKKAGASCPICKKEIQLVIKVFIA
Target sequence (Q00987 whole entry, looked up): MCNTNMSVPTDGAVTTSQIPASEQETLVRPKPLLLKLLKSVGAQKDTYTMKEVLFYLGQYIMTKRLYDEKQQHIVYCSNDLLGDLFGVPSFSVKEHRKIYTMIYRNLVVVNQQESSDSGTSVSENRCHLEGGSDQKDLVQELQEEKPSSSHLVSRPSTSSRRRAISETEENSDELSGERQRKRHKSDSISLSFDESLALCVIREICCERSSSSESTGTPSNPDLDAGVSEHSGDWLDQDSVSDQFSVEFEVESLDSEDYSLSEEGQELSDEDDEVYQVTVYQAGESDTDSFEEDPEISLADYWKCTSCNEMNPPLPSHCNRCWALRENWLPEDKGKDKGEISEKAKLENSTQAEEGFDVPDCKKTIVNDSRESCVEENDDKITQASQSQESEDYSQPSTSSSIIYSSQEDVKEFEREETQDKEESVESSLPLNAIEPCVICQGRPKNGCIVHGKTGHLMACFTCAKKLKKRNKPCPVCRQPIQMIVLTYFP
TIM10 inh: growth inhibitors of TIM10 yeast strain; 1.4% of 330,000 active; AID 463195; inhibition, % at 10 µM; S. cerevisiae TIM10 strain growth, BacTiter-Glo luminescence, 24 h;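 active = inhibition of 40% or more at the single tested concentration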;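 also: wild-type TIM10 isogenic control strain grown at permissive 25 °C; 0% = DMSO yeast wells and 100% = minimal medium wells without yeast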
GRIN3A LBD mod: NR3A (human) ligand-binding domain modulation. NR3A LBD differential scanning fluorimetry, Tm shift; 0% = protein alone, 100% = glycine-bound protein. Tm shift relative to glycine control, % at 25 µM. 2.5% of 340,000 active;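 active = melting temperature shift of at least 10% of the positive control shift, at one fixed dose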
UPR XBP1 act: adaptive UPR (XBP1) activation; activation, % at 20 µM; 0.33% of 330,000 active; AID 463104; CHO-XBP1 luciferase reporter, IRE1-XBP1 UPR activation, luminescence; percent of tunicamycin response, DMSO as zero;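 active = versus positive control, 20 µM dose yields 30% or more activation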;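 also: 100% = tunicamycin at 10 µg/mL and 0% = DMSO only wells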
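Material: CHO cell line with stable XBP1 luciferase reporter; buffer or medium: F12 medium containing 10% fetal bovine serum; compound: single point, 20 µM final compound, 1% DMSO; incubation: 6 h treatment, 37 °C; measured by: glow luminescence from Steady-Glo reagent; evaluation: activation, % of tunicamycin; control set: tunicamycin high, DMSO low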
NALP3 yeast inh: NALP3 inhibition in yeast | Yeast reconstituted NLRP3/ASC/caspase-1, beta-gal luminescence, 24 h | inhibition, % at 10 µM | 0.39% of 330,000 active;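 active = inhibition of 50% or more; inactive = inhibition below 50%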;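 also: plate controls were induced DMSO wells for no effect and uninduced yeast grown without galactose for full effect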
CHOP UPR activ: apoptotic UPR (CHOP) activation; AID 449763; 0.34% of 330,000 active; activation, % at 10 µM; CHO-CHOP luciferase reporter, luminescence; percent of tunicamycin response over DMSO baseline;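 active = at 10 µM dose, activation of 40% or more, normalized to positive control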;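 also: 100% = tunicamycin at 10 µg/mL and 0% = DMSO alone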
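Assay system: CHO cells with stable CHOP pathway luciferase reporter; Buffer or medium: F12 plus 10% serum; Times: 16-18 h cell attachment, then 6 h compound exposure, 37 °C; Signal: luciferase luminescence; Read-out basis: percent activation relative to tunicamycin control; Control set: tunicamycin high control, DMSO low control.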
tim10-1 inh: tim10-1 yeast growth inhibition. 2.2% of 330,000 active. S. cerevisiae tim10-1 ts strain growth, BacTiter-Glo, 24 h. inhibition, % at 20 µM;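 active = inhibition of at least 40%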;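 also: mutant grown at 25 °C; 0% = DMSO wells with yeast and 100% = wells holding no yeast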
tim23-1 inh: inhibits growth of tim23-1 mutant yeast | S. cerevisiae tim23-1 growth, BacTiter-Glo luminescence, 24 h | inhibition, % at 20 µM | 1.3% of 330,000 active | AID 463212;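 active = growth inhibition of the mutant yeast at or above 50%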;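 also: temperature-sensitive mutant grown at 25 °C; plate controls were DMSO-treated mutant yeast for no effect and medium wells lacking yeast for full effect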
* hit, by the source's call; . = not tested or not shown.

SMILES | APJ ag | Mdm2 MdmX PPI | TIM10 inh | GRIN3A LBD mod | UPR XBP1 act | NALP3 yeast inh | CHOP UPR activ | tim10-1 inh | tim23-1 inh
CC1CCN(S(=O)C23CC4CC(CC(C4)C2)C3)CC1 (stereo unspecified) | 0 | -27 | 10 | 0 | -2 | -1 | -1.0 | 31 | 38
Cc1ccc2ncnc(Oc3ncccc3[N+](=O)[O-])c2c1 | 3 | 17 | 5 | 1 | -2 | 20 | -0.4 | -11 | 9
O=C1N=c2ccccc2=C1c1c(O)[nH]c2c(C(F)(F)F)cccc12 | 9 | 20 | 36 | 1 | -6 | 11 | 3.9 | 37 | 48
Cc1ccc(-n2cc(CN3CCNC(=O)CC3)c(-c3cccc(C)c3)n2)cc1 | -2 | -2 | 21 | 1 | -1 | 4 | 0.8 | 24 | 27
CCNC(=S)NNC(=O)c1csc(C)c1 | 0 | 15 | -4 | 0 | -2 | 8 | 1.6 | 8 | 0
O=C(COc1cc(O)c2c(=O)cc(-c3ccccc3)oc2c1)c1ccc(F)cc1 | -7 | 32 | -3 | -22 | -1 | 13 | 2.4 | -7 | -2
Cc1c(C(=O)Nc2ccc(Cl)cc2)c2ccccn2c1C(=O)c1ccccc1 | 6 | 59* | 10 | -3 | -4 | 3 | 1.1 | 13 | -9
O=C1CCc2cc(S(=O)(=O)N3CCN(C(=O)c4ccco4)CC3)ccc2N1 | -3 | -13 | 0 | 6 | 0 | 15 | 0.0 | 1 | -4
COc1ccccc1C(=O)NC(=O)COC(=O)c1ccc([N+](=O)[O-])cc1 | 14 | -23 | 5 | 0 | -1 | 8 | 0.2 | -8 | 5
CCCCc1cc(=O)oc2cc(C)cc(OCC(=O)NCc3ccncc3)c12 | 18 | -27 | 8 | -3 | -4 | 5 | -2.2 | -5 | 8
O=C(N/N=C/c1ccco1)c1cc(-c2ccccc2)nc2ccccc12 | 2 | 1 | 21 | -6 | -4 | 11 | -0.8 | 20 | 32
O=C(Nc1ccccc1N1CCOCC1)c1ccc2c(c1)OCO2 | -3 | 16 | 14 | 0 | -4 | -7 | -0.7 | 29 | 8
CC1CN(Cc2ccccn2)CCC1=O (stereo unspecified) | -2 | -2 | -4 | 5 | -3 | -2 | 1.2 | -15 | -12
Cc1ccc2nc(C)c(C(=O)N/N=C/c3ccc(N4CCOCC4)cc3)cc2c1 | 0 | -2 | 0 | 3 | 9 | -1 | 2.5 | -1 | -19
CC(C)N(Cc1nccn1C)C(=O)c1ccc2oc(CCCc3ccccc3)nc2c1 | 5 | 10 | 9 | -1 | -2 | 9 | 0.5 | 22 | 7
NC(CSCc1cccc(Br)c1)C(=O)O (stereo unspecified) | -1 | -6 | 0 | 0 | 1 | 16 | -2.9 | 18 | 20
CCOc1ncccc1C(=O)Nc1cccc(-n2cnnn2)c1C | -3 | -14 | 1 | 1 | -1 | 14 | 1.2 | -5 | -1
Cc1ccc2nc(SCC(=O)Nc3c(F)cccc3F)[nH]c2c1 | -3 | 17 | 0 | 0 | 1 | 19 | 1.4 | 0 | -5
CCCCNC(=O)c1ccc(N2CCC3(CC2)OCCO3)c([N+](=O)[O-])c1 | -1 | 26 | 4 | -10 | 4 | 8 | -0.8 | 7 | 10
CSc1oc(-c2ccccc2)nc1S(=O)(=O)c1ccc(F)cc1 | -8 | 27 | 15 | -3 | -2 | 17 | -0.7 | 27 | 33
Cc1ccc(C(=O)NCc2ccccc2F)cc1S(=O)(=O)N1CCCC1 | -2 | 6 | -1 | -1 | -3 | 27 | -0.9 | -7 | -4
Cc1ccc(OCCCn2ccnc2)c(Br)c1 | 1 | -10 | 1 | -1 | -2 | 29 | 1.8 | 2 | 11
O=C(CC1SCCNC1=O)Nc1cccc(Cl)c1 (stereo unspecified) | 1 | 3 | 3 | -1 | 1 | -12 | -0.2 | -3 | 8
Cc1oc(-c2ccccc2Cl)nc1CS(=O)CC(=O)NCc1ccccc1Cl (stereo unspecified) | -1 | 7 | 19 | -4 | -2 | -3 | 0.6 | 21 | 26
CCCn1nnc(NC(=O)c2ccc(Br)cc2)n1 | -2 | 10 | -6 | -3 | -2 | 16 | 3.8 | 28 | 15

Full records as entered above. Order of values: APJ ag	Mdm2 MdmX PPI	TIM10 inh	GRIN3A LBD mod	UPR XBP1 act	NALP3 yeast inh	CHOP UPR activ	tim10-1 inh	tim23-1 inh
CC1CN(Cc2ccccn2)CCC1=O (stereo unspecified) as listed: -2	-2	-4	5	-3	-2	1.2	-15	-12
CCNC(=S)NNC(=O)c1csc(C)c1 as listed: 0	15	-4	0	-2	8	1.6	8	0
CCCCNC(=O)c1ccc(N2CCC3(CC2)OCCO3)c([N+](=O)[O-])c1 as listed: -1	26	4	-10	4	8	-0.8	7	10

Additional structures.
SMILES | APJ ag | Mdm2 MdmX PPI | TIM10 inh | GRIN3A LBD mod | UPR XBP1 act | NALP3 yeast inh | CHOP UPR activ | tim10-1 inh | tim23-1 inh
COCCNC(=O)C(OC(=O)CC1Sc2ccccc2NC1=O)c1ccccc1 (stereo unspecified) | 2 | 8 | 9 | -8 | 3 | 19 | 0.0 | -1 | 8
Cc1ccc(Nc2nc(=O)c3cccnc3s2)c(Br)c1 | -4 | 49 | 31 | 0 | -1 | 32 | 4.2 | 47* | 51*
COc1ccc(-c2nnn(CC(=O)NCc3cccs3)n2)cc1OC | -3 | 10 | -11 | -3 | 3 | 15 | -2.1 | 11 | 5
CCCCSc1nnc(-c2ccc(NC(=O)CCc3ccccc3)cc2)n1C | -3 | 26 | 2 | 0 | -1 | 10 | 0.8 | -4 | -6
COc1ccc(CN2CCN(C3CCC3)CC2CCO)cc1C (stereo unspecified) | -1 | 11 | -6 | 0 | -3 | 15 | -0.1 | -6 | -5
O=C(Nn1c(O)c(C=C2N=c3ccccc3=N2)sc1=S)c1ccccc1Cl | -2 | -21 | -5 | 23* | 3 | 5 | -1.9 | 3 | 5
O=C(Nc1ccc(CN2CCOCC2)cc1)c1ccc(-c2cc(Cl)ccc2Cl)o1 | 3 | 45 | 14 | 9 | 1 | 23 | 0.0 | 44* | 11
O=C1CSC(=S)N1 | -4 | 16 | -6 | -2 | -2 | 12 | -0.7 | -6 | -9
COc1cccc(C(=O)NC(C)C(c2cccs2)N2CCN(C)CC2)c1 (stereo unspecified) | -5 | 12 | 5 | 0 | -1 | -4 | -1.8 | -3 | 2
COc1ccc(CCNC(=O)COc2ccc(S(=O)(=O)N3CCOCC3)cc2C)cc1 | -2 | 16 | 5 | -2 | -10 | 14 | 1.0 | 18 | 20
N#CC1=C(N)Oc2c(sc3ccccc23)C1c1ccco1 (stereo unspecified) | 3 | 35 | 4 | 2 | -1 | 18 | 14 | 20 | 23
COc1ccc(-c2nn(CCC#N)cc2C(=O)Nc2ccccn2)cc1OC | -3 | -14 | 2 | 0 | -3 | 9 | -0.7 | -5 | 0
Cc1ccc(C(=O)OCN2C(=O)c3ccccc3C2=O)o1 | -2 | -6 | 0 | 0 | -1 | 9 | 0.4 | 10 | 11
CNc1nnc(-c2ccc(OC)cc2)s1 | -3 | -35 | 10 | 1 | 1 | 1 | 3.1 | -26 | 1
COc1ccc2cc(C3c4cc(OC)c(OC)cc4CCN3C(=O)c3ccco3)c(=O)[nH]c2c1 (stereo unspecified) | -1 | 27 | 10 | -4 | 5 | 15 | 0.5 | -18 | 5
CCCCn1c(=N)n(CC(=O)c2ccc([N+](=O)[O-])cc2)c2ccccc21 | -1 | 55* | 10 | . | 3 | 25 | 0.4 | 20 | 7
O=c1[nH]c(Nc2ccc(F)cc2)cc2ccccc12 | 4 | -8 | 35 | 0 | 2 | -18 | 1.3 | 23 | 24
O=C(CSc1nnc(-c2ccco2)c(-c2ccco2)n1)Nc1ccccc1 | 2 | -17 | 0 | -5 | -1 | 4 | 0.1 | 11 | 2
Cn1c(/C=C/N(Cc2ccccc2)c2ccccc2)c([N+](=O)[O-])c(=O)n(C)c1=O | -1 | -5 | 13 | -1 | 1 | -117 | -0.9 | 22 | 15
O=C(NCC1CCN(Cc2ccccc2Cl)CC1)Nc1ccccc1F | -1 | -8 | -11 | 3 | -3 | 6 | -0.5 | 10 | 9
CC(C)CN(CC(C)C)S(=O)(=O)N1CCC(C(=O)NCc2ccc(F)cc2)CC1 | 1 | 10 | 19 | -36 | 1 | 23 | -1.7 | 6 | 27
COc1ccc(OC)c(-c2nc3cc4ccccc4cc3nc2-c2ccccc2)c1 | -4 | 19 | 24 | -1 | -1 | -5 | 3.0 | 26 | 21
CC(C)(C)c1[nH]nc2c1C(Cc1ccccc1)C(C#N)=C(N)O2 (stereo unspecified) | 1 | 1 | 6 | 1 | -1 | 10 | -0.2 | 16 | 2
O=C(N[C@@H](Cc1ccccc1)c1nc2ccccc2[nH]1)c1cc([N+](=O)[O-])ccc1Cl | 1 | 37 | 9 | 0 | -5 | 4 | -0.8 | 21 | 12
O=C(COC(=O)c1ccc(Cl)nc1)Nc1ccc2ccccc2c1 | -1 | -12 | -6 | -3 | -1 | 31 | 2.5 | -19 | 8
(continued)
SMILES | APJ ag | Mdm2 MdmX PPI | TIM10 inh | GRIN3A LBD mod | UPR XBP1 act | NALP3 yeast inh | CHOP UPR activ | tim10-1 inh | tim23-1 inh
Cc1csc(NC(=O)C2CCN(C(=O)c3ccccc3C)CC2)n1 | -4 | 26 | 22 | -1 | 1 | 8 | 0.4 | 17 | -7
Nc1c(C(=O)NC2CCCC2)sc2nc(-c3cccs3)ccc12 | 2 | -41 | 30 | -1 | 4 | 10 | 5.6 | 40* | 22
C/C(=N\NC(=O)c1cccc(S(=O)(=O)Nc2ccccc2Cl)c1)c1ccc(-n2ccnc2)cc1 | 1 | 28 | 10 | 1 | 0 | 1 | -0.6 | 7 | 9
O=C(Nc1nc(-c2ccc(-c3ccccc3)cc2)cs1)C1=COCCO1 | -4 | 65* | -6 | -17 | 1 | 10 | 1.5 | 6 | 15
COc1ccc(N2CCN(C(=O)CSc3nnc4c(C)cc5ccc(C)c(C)c5n34)CC2)cc1 | -3 | 10 | 24 | -1 | -2 | 7 | -1.1 | 31 | 23
O=C(Nc1ccc(NC(=O)c2cccs2)cc1)c1ccc(Br)o1 | 2 | -13 | 6 | 24* | 3 | 12 | 1.1 | -20 | 42

With a hit mark in GRIN3A LBD mod, among the entries above:
molecule	Mdm2 MdmX PPI	GRIN3A LBD mod	UPR XBP1 act	NALP3 yeast inh
O=C(Nn1c(O)c(C=C2N=c3ccccc3=N2)sc1=S)c1ccccc1Cl	-21	23*	3	5
O=C(Nc1ccc(NC(=O)c2cccs2)cc1)c1ccc(Br)o1	-13	24*	3	12

Another view of some results above:
smiles,APJ ag,Mdm2 MdmX PPI,TIM10 inh,GRIN3A LBD mod,UPR XBP1 act,NALP3 yeast inh,CHOP UPR activ,tim10-1 inh,tim23-1 inh
C/C(=N\NC(=O)c1cccc(S(=O)(=O)Nc2ccccc2Cl)c1)c1ccc(-n2ccnc2)cc1,1,28,10,1,0,1,-0.6,7,9
O=C(Nc1nc(-c2ccc(-c3ccccc3)cc2)cs1)C1=COCCO1,-4,65*,-6,-17,1,10,1.5,6,15
